TRb-SRC2 inh – TRbeta-SRC2 interaction inhibition | TRbeta-SRC2 peptide binding, fluorescence polarization; receptor liganded with 1 µM T3 | Potency, µM (titrated, usually from 106 µM), without a hit: top-dose activity change, negative = inhibition, actives largely listed as inhibitors | P10828 | 280,000 compounds, 0.065% hits | AID 1469;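 also: plate controls were bound peptide for no effect and peptide without receptor for full effect; nearly all actives have a fitted effect of over 50% in size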
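TRb LBD 0.6 uM + Texas Red SRC2 peptide 20 nM, 1 uM T3, Tris buffer w/ 5% DMSO; compound pinned, 5 h RT; FP read ex 555/em 632; normalized to unbound and bound controls.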
HTT ATP protect – Huntington cell model cytoprotection by ATP luminescence. 230,000 compounds, 0.14% hits. PC12 HTT-Q103 induced, cytoprotection, ATP luminescence, 40 h. Potency, µM (titrated, usually from 56.4 µM), inactives show cytoprotection (ATP increase), actives largely listed as activators. AID 1471;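 also: % of control where 0% means no effect; nearly all actives have a fitted effect of over 45% in size; toxic huntingtin expression switched on by the ecdysone agonist tebufenozide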
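Huntington model: PC12 line, ecdysone-inducible HTTQ103 exon1–GFP, tebufenozide 100 nM. Test articles in a dose series. Endpoint luminescence from cellular ATP.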
Tau fluor cs – counter-screen for tau fibril formation inhibitors. tau K18 P301L Alexa594 fluorescence, heparin fibrillization. Potency, µM (titrated, usually from 57.7 µM), inactives show at the top dose activity change, negative = decrease. 280,000 compounds, 0.93% hits. AID 1463; also: % is scaled to controls: 0 for no effect and ±100 for the full control effect; nearly all actives have a fitted effect of over 55% in size
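Human tau K18 P301L (15 uM unlabeled, 0.24 uM Alexa 594-labeled) in 100 mM sodium acetate pH 7 with 20 uM heparin, 6 hr at 37 C. ThT 30 uM added, 1 hr ambient; Alexa 594 FP and total fluorescence read at 555/632 nm.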
L3MBTL1 block – L3MBTL1 (human) inhibition; Q9Y468; 230,000 compounds, 0.66% hits; AlphaScreen L3MBTL1–H3K9me1 peptide binding; Potency, µM (doses to about 57.1 µM), for the others: at the highest dose activity, negative = inhibition, most hits filed as inhibitors; also: % is scaled to controls: 0 for no effect and ±100 for the full control effect; nearly all actives have a fitted effect of over 60% in size
Target sequence (Q9Y468 whole entry, looked up): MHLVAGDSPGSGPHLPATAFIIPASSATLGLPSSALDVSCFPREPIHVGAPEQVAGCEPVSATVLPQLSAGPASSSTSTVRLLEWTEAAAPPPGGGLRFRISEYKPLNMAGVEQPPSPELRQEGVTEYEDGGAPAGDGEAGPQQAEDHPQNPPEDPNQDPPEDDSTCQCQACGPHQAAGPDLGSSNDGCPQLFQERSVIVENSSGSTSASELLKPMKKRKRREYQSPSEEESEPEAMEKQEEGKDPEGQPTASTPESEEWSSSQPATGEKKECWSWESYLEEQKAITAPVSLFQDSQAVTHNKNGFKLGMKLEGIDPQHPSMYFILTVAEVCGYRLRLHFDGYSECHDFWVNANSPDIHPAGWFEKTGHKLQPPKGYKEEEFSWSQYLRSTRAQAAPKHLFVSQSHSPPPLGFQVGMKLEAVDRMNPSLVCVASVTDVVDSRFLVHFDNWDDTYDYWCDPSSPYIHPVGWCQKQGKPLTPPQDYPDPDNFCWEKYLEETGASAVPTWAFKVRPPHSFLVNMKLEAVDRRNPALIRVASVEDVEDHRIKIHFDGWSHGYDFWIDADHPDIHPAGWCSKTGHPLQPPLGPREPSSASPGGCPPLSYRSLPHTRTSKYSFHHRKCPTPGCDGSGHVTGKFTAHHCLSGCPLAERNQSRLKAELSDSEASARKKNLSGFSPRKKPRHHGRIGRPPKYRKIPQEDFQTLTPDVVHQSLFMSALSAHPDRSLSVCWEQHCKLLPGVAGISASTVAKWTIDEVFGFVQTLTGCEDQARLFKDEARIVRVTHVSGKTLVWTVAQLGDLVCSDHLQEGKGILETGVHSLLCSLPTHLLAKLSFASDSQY
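AlphaScreen proximity signal between nickel-chelate acceptor and streptavidin donor beads (final 10 ug/mL) reports binding of 50 nM L3MBTL1 to 75 nM biotin-H3 K9me1 peptide; complex incubated with compounds 30 min at room temperature; cefsulodin titration as control.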
Tau FP inhib – tau fibrillization inhibition (FP). P10636. K18 P301L tau heparin fibrillization, Alexa594 FP, 6 h. Potency, µM (highest dose often 57.7 µM), for inactives: top-dose activity, negative = inhibition, usual class: inhibitors. 280,000 compounds, 0.39% hits. AID 1468; also: % is scaled to controls: 0 for no effect and ±100 for the full control effect; nearly all actives have a fitted effect of over 55% in size
Target sequence (P10636 561-689 P618L limits assumed): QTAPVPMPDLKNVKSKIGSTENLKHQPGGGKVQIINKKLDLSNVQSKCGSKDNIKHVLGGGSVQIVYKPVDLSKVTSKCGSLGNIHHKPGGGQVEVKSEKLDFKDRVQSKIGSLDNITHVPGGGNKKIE
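FP of Alexa 594-tau after heparin (20 uM) induction. Substrate: human K18 P301L, 15 uM unlabeled, 0.24 uM labeled. Buffer 100 mM sodium acetate pH 7. 6 hr, 37 C.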
RECQ1 inh – inhibitors of human RECQ1 DNA helicase; RECQ1 DNA unwinding, red fluorescence kinetic read; Potency, µM (top dose mostly 57.3 µM), inactives show top-dose activity, negative = inhibition, most hits filed as inhibitors; 240,000 compounds, 0.54% hits;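 also: plate controls were vehicle for no effect and no enzyme for full effect; nearly all actives have a fitted effect of over 30% in size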
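50 nM RECQ1T1 preincubated 15 min with compound in Tris pH 8.0 buffer with MgCl2, DTT, Tween-20 and 2.5 ug/ml poly(dI-dC); started with 200 nM TAMRA/BHQ-2 forked duplex and 2 mM ATP. Unwinding read as fluorescence (525/598 nm), two reads 2 h apart.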
Tau ThT inhib – blocks human tau fibril formation measured by thioflavin T | 270,000 compounds, 2.1% hits | Potency, µM (doses to about 57.4 µM), without a hit: top-dose activity, negative = inhibition, hits mostly inhibitors | AID 1460 | P10636 | recombinant tau K18 P301L (four-repeat tau fragment), heparin-induced fibrillization, ThT fluorescence; also: % is scaled to controls: 0 for no effect and ±100 for the full control effect; nearly all actives have a fitted effect of over 55% in size
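Heparin-induced (20 uM) aggregation of recombinant human K18 P301L tau, 15 uM unlabeled with 0.24 uM labeled, pH 7 acetate buffer, 6 hr at 37 C with compound. Fibrils quantified by 30 uM ThT fluorescence after 1 hr ambient incubation.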
TR SRC2 fluor cs – alters Texas Red total fluorescence, flagging assay interference. TRb/SRC2 Texas Red total fluorescence interference. Potency, µM (top dose mostly 106 µM), for the others: top-dose fluorescence change, negative = quenching. 280,000 compounds, 0.29% hits. AID 1479; active = well fitted curve in either direction with a large enough effect; inconclusive = small, poorly fitted or top-dose-only effect; also: % is scaled to controls: 0 for no effect and ±100 for the full control effect
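Human TRb ligand-binding domain at 0.6 uM with 20 nM Texas Red SRC2 peptide in Tris buffer containing 1 uM T3 and 5% DMSO, incubated with compound 5 h at ambient temperature. Total fluorescence (555/632 nm) calculated as parallel + 2 × perpendicular.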
* hit, by the source's call; i = inactive; ? = inconclusive; · = not tested or not shown; [ ] = another dose, or the depositor's remark. Unless noted, calls follow the shape of the dose curve; as a rule, active = well fitted curve in the direction sought with a large enough effect; inconclusive = small, poorly fitted or top-dose-only effect, or another doubt; inactive = no such curve, though single readings can be large; an effect the other way counts as inactive or inconclusive. Potency is read from the fitted curve at half-maximal effect.

SMILES	TRb-SRC2 inh	HTT ATP protect	Tau fluor cs	L3MBTL1 block	Tau FP inhib	RECQ1 inh	Tau ThT inhib	TR SRC2 fluor cs
COC(=O)c1ccc(Cn2c(SCC(=O)NCc3ccccc3)nc3ccccc32)cc1	5%	·	-9%	·	?	·	-3%	-1%
C=CCn1cnc2c(nnn2-c2ccc(Cl)cc2)c1=O	9%	-39%[inhibitor]	-2%	-9%	6%	-2%	0%	0%
Cn1cc(C(c2ccccn2)c2cn(C)c3ccccc23)c2ccccc21	-1%	-16%	-21%	·	11%	-20%	?	1%
COc1cccc2c(O)cc(=O)n(C)c12	-8%	·	-5%	7%	7%	-10%	-10%	0%
Cc1cccc(NC(=O)CSc2nnc(C)c(=O)[nH]2)c1	-9%	·	-5%	·	-5%	·	2%	3%
Cc1cc(C(F)(F)F)n2nc(-c3sccc3-n3cccc3)cc2n1	2%	2%	-12%	-1%	-6%	-5%	-7%	-1%
COc1ccc(S(=O)(=O)N2CCN(c3cc(-c4ccccc4)nc4ncnn34)CC2)cc1	2%	4%[10 µM]	-22%	1%	-9%	-3%	?	3%
CCCc1nnc(NC(=O)c2c(O)c3c([nH]c2=O)CCCC3)s1	1%	-8%	-5%	-5%	-5%	-7%	?	-8%
O=C(C1CC(c2ccccc2O)=NO1)N1CCCCC1 (configuration not stated)	0%	-2%	-8%	·	-3%	-3%	-13%	-1%
N#C/C(=C/c1ccc(-c2ccc(S(N)(=O)=O)cc2)o1)C(=O)Nc1ccccc1	?	16%[10 µM]	-18%	1%	3%	-12%	?	-26%
S=c1[nH]nc(Nc2cccc(Cl)c2)s1	0%	-23%	-21%	·	-8%	-2%	?	-7%
CCN(CC)CC(=O)N1c2ccccc2CCc2ccc(NC(=O)c3cc(OC)c(OC)c(OC)c3)cc21	1%	0%[10 µM]	-2%	-20%	5%	i	-10%	-5%
CS(=O)(=O)c1ncc(CO)n1Cc1ccccc1	-9%	-22%	0%	6%	-3%	i	-6%	0%
COc1cc(C(c2sc3nc(C)nn3c2O)N2CCN(c3ccccc3)CC2)cc(OC)c1OC (configuration not stated)	8%	6%	-4%	13%	7%	-3%	-1%	4%
Cc1ccc(/C=C(\C#N)C(=O)Nc2cccc(Cl)c2)o1	0%	·	6%	·	-2%	·	-4%	?
CCN(CC)S(=O)(=O)c1cccc(NC(=O)COc2ccc(C#N)cc2OC)c1	2%	13%[10 µM]	-16%	-9%	-7%	0%	5%	1%
CCn1cnc2sc(C(=O)N3CCN(Cc4ccc5c(c4)OCO5)CC3)c(C)c2c1=O	-10%	-25%	-9%	-3%	-1%	-1%	-13%	-2%
Cc1cccc(-c2nc3c(c(SCC(=O)N(C)C)n2)CCCC3)c1	2%	21%[10 µM]	-6%	-4%	5%	i	?	-3%
O=C(Nc1nc2ccccc2s1)NC1CCCCC1	1%	-18%[10 µM]	-17%	-10%	-7%	18%	1%	1%
O=C1C(NS(=O)(=O)c2cccs2)=C(N2CCN(c3cccc(Cl)c3)CC2)C(=O)c2ccccc21	0%	-20%	8.9µM*[quencher]	·	?	i	4µM*	2%
CC(=O)c1ccc(OCC(O)CN2CCN(c3ccccn3)CC2)cc1 (configuration not stated)	1%	1%	-4%	3%	-1%	-6%	?	-1%
CCOC(=O)c1c(NC(=O)CSc2nnc(-c3c[nH]c4ccccc34)n2CCOC)sc2c1CCCCC2	1%	·	?	-5%	-2%	-13%	-17%	-6%
CCCn1c(SCC(=O)NC(C)C23CC4CC(CC(C4)C2)C3)n[nH]c1=O (configuration not stated)	4%	-7%	-16%	·	-8%	i	-13%	-2%
CC(Sc1nc2cc(Cl)ccc2s1)C(=O)Nc1ccc2c(c1)OCO2 (configuration not stated)	0%	6%[10 µM]	?	-12%	-1%	-2%	?	-2%

Record cards, from the list above.
CCn1cnc2sc(C(=O)N3CCN(Cc4ccc5c(c4)OCO5)CC3)c(C)c2c1=O reads TRb-SRC2 inh: -10%; HTT ATP protect: -25%; Tau fluor cs: -9%; L3MBTL1 block: -3%; Tau FP inhib: -1%; RECQ1 inh: -1%; Tau ThT inhib: -13%; TR SRC2 fluor cs: -2%
CCOC(=O)c1c(NC(=O)CSc2nnc(-c3c[nH]c4ccccc34)n2CCOC)sc2c1CCCCC2 reads TRb-SRC2 inh: 1%; HTT ATP protect: ·; Tau fluor cs: ?; L3MBTL1 block: -5%; Tau FP inhib: -2%; RECQ1 inh: -13%; Tau ThT inhib: -17%; TR SRC2 fluor cs: -6%

Next section
SMILES	TRb-SRC2 inh	HTT ATP protect	Tau fluor cs	L3MBTL1 block	Tau FP inhib	RECQ1 inh	Tau ThT inhib	TR SRC2 fluor cs
c1ccc(-c2c[n+]3c(n2-c2ccccc2)CCC3)cc1	-1%	30%[10 µM]	-5%	6%	-4%	-7%	-5%	-1%
COc1cccc(-n2cc(C(=O)Oc3cccc(C(F)(F)F)c3)c3ccccc3c2=O)c1	-23%	·	-17%	·	-9%	·	-12%	?
O=C(OCC(F)(F)C(F)F)c1ccccc1C(=O)Oc1ccc(F)cc1F	14%	-15%	-15%	53%[activator]	-15%	-9%	-8%	-1%
C=CCc1cc(C(=O)N2CCCCC2)ccc1O	-6%	10%[1.9 µM]	4%	-4%	15%	-10%	0%	-5%
COc1cc(CN2CCN(c3cccc(C)c3C)CC2)cc(OC)c1O	-1%	-10%	-13%	-8%	-7%	-8%	-14%	-8%
Cc1ccc(C(=O)Cn2cccn2)cc1	4%	-11%[10 µM]	6%	25%	1%	0%	-2%	-2%
Cn1nc(C(F)(F)F)c(-c2ccc(Br)cc2)c1NC(=O)CSCC(=O)O	-8%	-1%[10 µM]	?	·	-1%[11.6 µM]	i	·	-5%
CSc1cccc(NC(=O)C2CCCN2S(=O)(=O)c2ccc(Br)s2)c1 (configuration not stated)	-5%	-70%[inhibitor][10 µM]	?	·	-14%	-15%	-11%	0%
Cc1ccc(Cn2cccc2C2=NC(C)(C)CO2)cc1	4%	·	-2%	·	-1%	·	5%	0%
Fc1ccc(-n2ncc3c(N4CCN(c5ccccc5F)CC4)ncnc32)cc1	-1%	·	-11%	·	-1%	·	?	-1%
Cc1c(C)n(Cc2ccccc2)c2ccc(C(=O)NCc3ccco3)cc12	9%	·	?	·	-6%	·	-13%	3%
CCOC(=O)C(C)Oc1ccc2c(CC)cc(=O)oc2c1C (configuration not stated)	-8%	-7%	-10%	·	3%	i	-7%	-6%

By substructure, those above containing bromine.
SMILES	TRb-SRC2 inh	HTT ATP protect	Tau fluor cs	L3MBTL1 block	Tau FP inhib	RECQ1 inh	Tau ThT inhib	TR SRC2 fluor cs
Cn1nc(C(F)(F)F)c(-c2ccc(Br)cc2)c1NC(=O)CSCC(=O)O	-8%	-1%[10 µM]	?	·	-1%[11.6 µM]	i	·	-5%
CSc1cccc(NC(=O)C2CCCN2S(=O)(=O)c2ccc(Br)s2)c1 (configuration not stated)	-5%	-70%[inhibitor][10 µM]	?	·	-14%	-15%	-11%	0%

(listing goes on)
SMILES	TRb-SRC2 inh	HTT ATP protect	Tau fluor cs	L3MBTL1 block	Tau FP inhib	RECQ1 inh	Tau ThT inhib	TR SRC2 fluor cs
C/C(=N\OC(=O)c1ccc(C)cc1)c1c(C)nc2cc(C)ccn12	4%	38%[10 µM]	-5%	15%	-2%	i	?	-3%
Cc1c(NC(=O)OC(C)C)sc(=S)n1C	2%	6%[10 µM]	-6%	14%[11.4 µM]	-10%	-1%	-5%	-1%
Cc1cc(N2CCN(C3CCCC3)CC2)n2c(nc3ccccc32)c1C#N	0%	40%[10 µM]	-3%	9%	-3%	-11%	-1%	-5%
COc1ccc(CC(NC(C)=O)C(=O)NC2CCN(S(=O)(=O)c3ccccc3)CC2)cc1OC (configuration not stated)	-6%	0%	3%	2%	8%	i	-5%	1%
CCOc1ccc(NC(=O)c2cc(-c3ccc(C)c(F)c3)on2)c([N+](=O)[O-])c1	-2%	·	-13%	·	1%	·	-4%	-2%
CN(C(=O)c1cccs1)c1ccccc1C(=O)O	0%	0%[10 µM]	-9%	·	-3%	i	-11%	-5%
CN(C)Cc1nc2c(c(=O)[nH]1)C1(CCCCC1)Cc1ccccc1-2	2%	-30%	0%	-1%	4%	-9%	-8%	1%
CCOc1cc(/C=N/Nc2cc(C)nc(-n3nc(C)cc3C)n2)ccc1O	5%	-56%[inhibitor][10 µM]	?	?	?	-1%	?	1%

By substructure: the entries above containing a furan ring, fused or not (3)
SMILES	TRb-SRC2 inh	HTT ATP protect	Tau fluor cs	L3MBTL1 block	Tau FP inhib	RECQ1 inh	Tau ThT inhib	TR SRC2 fluor cs
N#C/C(=C/c1ccc(-c2ccc(S(N)(=O)=O)cc2)o1)C(=O)Nc1ccccc1	?	16%[10 µM]	-18%	1%	3%	-12%	?	-26%
Cc1ccc(/C=C(\C#N)C(=O)Nc2cccc(Cl)c2)o1	0%	·	6%	·	-2%	·	-4%	?
Cc1c(C)n(Cc2ccccc2)c2ccc(C(=O)NCc3ccco3)cc12	9%	·	?	·	-6%	·	-13%	3%

Screening data as filed in PubChem.

Not all compounds are listed; count on the stated rates, not on these rows.
